Source: PubChem
NR3A LBD binder: modulators (binders) of human NR3A ligand-binding domain | NR3A LBD differential scanning fluorimetry, Tm shift; 0% = protein alone, 100% = glycine-bound protein | Tm shift relative to glycine control, % at 25 µM | 340,000 tested, 2.5% active | AID 1259313;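 active means melting temperature shift of at least 10% of the positive control shift, at one fixed dose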
NLRP3 yeast inh: blocks the NALP3 inflammasome reconstituted in yeast; Yeast reconstituted NLRP3/ASC/caspase-1, beta-gal luminescence, 24 h; inhibition, % at 10 µM; 330,000 tested, 0.39% active;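 active means inhibition of 50% or more; inactive means inhibition below 50%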;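 further: plate controls were induced DMSO wells for no effect and uninduced yeast grown without galactose for full effect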
UPR XBP1 act: adaptive UPR (XBP1) activation | activation, % at 20 µM | 330,000 tested, 0.33% active | CHO-XBP1 luciferase reporter, IRE1-XBP1 UPR activation, luminescence; percent of tunicamycin response, DMSO as zero;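 active means versus positive control, 20 µM dose yields 30% or more activation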;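 further: 100% = tunicamycin at 10 µg/mL and 0% = DMSO only wells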
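Assay system: IRE1-XBP1 luciferase reporter CHO line. Input: 1000 cells/well. Buffer or medium: F12 with 10% serum. Doses: 20 µM, 1% DMSO. Times: overnight seeding at 37 °C, 6 h compound treatment at 37 °C. Technique: Steady-Glo luciferase glow luminescence, 10 min after reagent addition.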
tim23-1 inh: inhibits growth of tim23-1 mutant yeast; S. cerevisiae tim23-1 growth, BacTiter-Glo luminescence, 24 h; inhibition, % at 20 µM; 330,000 tested, 1.3% active;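 active means growth inhibition of the mutant yeast at or above 50%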;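 further: temperature-sensitive mutant grown at 25 °C; plate controls were DMSO-treated mutant yeast for no effect and medium wells lacking yeast for full effect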
APJ agonist: APJ receptor agonism | CHO-K1 APJ PathHunter beta-arrestin, luminescence; 0% DMSO wells, 100% apelin | AID 2520 | P35414 | 330,000 tested, 0.11% active | activation, % at 20 µM;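 active means activation more than six SD over the plate average, tested at 20 µM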;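 further: 0% = DMSO alone and 100% = apelin-13 at 10 nM; some results filed as inactive read as strong as hits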
Target sequence (P35414 whole entry, looked up): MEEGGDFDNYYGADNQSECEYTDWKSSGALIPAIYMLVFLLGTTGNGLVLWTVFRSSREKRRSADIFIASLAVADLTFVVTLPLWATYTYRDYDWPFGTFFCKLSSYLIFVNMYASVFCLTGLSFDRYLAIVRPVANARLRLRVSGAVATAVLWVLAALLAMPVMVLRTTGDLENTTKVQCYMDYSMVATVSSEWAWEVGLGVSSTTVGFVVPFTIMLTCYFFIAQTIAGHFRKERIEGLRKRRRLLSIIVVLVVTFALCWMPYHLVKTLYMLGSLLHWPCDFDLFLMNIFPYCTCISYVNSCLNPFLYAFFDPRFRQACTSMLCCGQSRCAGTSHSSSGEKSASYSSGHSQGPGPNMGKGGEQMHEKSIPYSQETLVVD
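Test system – PathHunter CHO-K1 APJ (AGTRL-1) beta-arrestin reporter cells · Input – 1000 cells/well · Compound – single test compound dose, 20 µM final, 1% DMSO · Times – compound stimulation 90 min at 25 °C, detection 60 min · Technique – beta-gal luminescence · Read-out basis – APJ–arrestin association signal · Control set – negative DMSO alone, positive Apelin-13 at 10 nM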
Mdm2 MdmX PPI: inhibitors of human Mdm2/MdmX interaction; inhibition, % at 8 µM; 330,000 tested, 3% active; SaOS-2 split-luciferase Mdm2/MdmX complementation, luminescence;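 active means inhibition of at least 50% at 8 µM in the primary screen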
tim10-1 inh: growth inhibitors of tim10-1 mutant yeast | S. cerevisiae tim10-1 ts strain growth, BacTiter-Glo, 24 h | inhibition, % at 20 µM | 330,000 tested, 2.2% active | AID 463190;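 active means inhibition of at least 40%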;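 further: mutant grown at 25 °C; 0% = DMSO wells with yeast and 100% = wells holding no yeast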
TIM10 inh: TIM10 yeast growth inhibition. inhibition, % at 10 µM. AID 463195. 330,000 tested, 1.4% active. S. cerevisiae TIM10 strain growth, BacTiter-Glo luminescence, 24 h;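 active means inhibition of 40% or more at the single tested concentration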;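 further: wild-type TIM10 isogenic control strain grown at permissive 25 °C; 0% = DMSO yeast wells and 100% = minimal medium wells without yeast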
UPR CHOP act: activators of apoptotic arm of unfolded protein response (CHOP); CHO-CHOP luciferase reporter, UPR activation, luminescence; percent of tunicamycin response over DMSO baseline; activation, % at 10 µM; 330,000 tested, 0.34% active;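 active means at 10 µM dose, activation of 40% or more, normalized to positive control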;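 further: 100% = tunicamycin at 10 µg/mL and 0% = DMSO alone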
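measured by = luciferase luminescence | assay system = CHO-CHOP cells, stable luciferase reporter of PERK-eIF2a-CHOP signalling | amount = 500 reporter cells seeded per well | timing = 6 h compound exposure at 37 °C after overnight seeding | controls = positive tunicamycin 10 µg/mL, negative DMSO alone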
An asterisk follows results filed as active; nt = not tested or not shown. Random draw from the library; any-hit rate near 8.2%.

Below each compound – tim23-1 inh	TIM10 inh	NR3A LBD binder	UPR XBP1 act	UPR CHOP act	NLRP3 yeast inh	APJ agonist	Mdm2 MdmX PPI	tim10-1 inh
> CCOC(=O)c1ccc(NC(=O)CN2C(=O)C(C)SC(C)C2=O)cc1 (stereo not drawn)
    14	-5	-2	0	1.5	9	-4	10	12
> CC(=O)Nc1ccccc1C(=O)C(=O)Nc1ccc(F)cc1
    10	12	-1	1	1.3	-5	-2	-6	10
> Cc1cccc(C2=NN(c3ccc(Br)cc3)[C@@H](C(=O)N3CCOC3=O)[C@@H]2c2ccccc2)c1
    27	-1	15*	2	1.8	nt	nt	26	17
> CC1(C)CC2(CC(C)(C(=O)CSc3nc4ccccc4s3)OC2=O)C(=O)O1 (stereo not drawn)
    15	10	0	-4	-1.0	11	-6	-1	27
> CCc1ccc(CN/C=C/C(=O)c2ccc(Br)cc2)cc1
    11	1	-11	-2	0.0	34	0	-23	15
> O=c1c2ccccc2oc2nc(C3CCCCC3)n(Cc3ccco3)c(=O)c12
    -1	8	-2	-1	1.5	-29	-1	11	-18
> COc1cccc(/C=N/NC(=O)c2cc3c(OC)cccc3[nH]2)c1OC
    12	2	-14	1	-0.4	-6	-1	25	5
> CCOC(=O)c1cnc(SCC(=O)c2ccc(C)cc2)nc1N
    4	0	2	-3	-0.3	15	-2	20	-6
> O=C(Nc1c2c(nn1-c1ccc(F)cc1)CS(=O)C2)C12CC3CC(CC(C3)C1)C2 (stereo not drawn)
    10	15	1	-1	1.1	21	-3	-14	35
> Cc1ccc(-n2c(SCC(=O)N/N=C/c3ccccc3OCC(=O)O)nc3ccccc3c2=O)cc1
    5	11	0	1	1.5	-12	-4	13	17
> CCCCOc1cccc(-c2cc(C(=O)NNC(=S)NCC)c3ccccc3n2)c1
    11	18	11*	1	3.1	5	-4	45	41*
> COc1ccc(N(CC(=O)NCc2ccc(Cl)cc2)S(=O)(=O)c2ccccc2[N+](=O)[O-])c(OC)c1
    21	-9	-4	-4	-1.1	10	-3	-13	14
> COC(=O)c1ccc(NC(=O)CC2C(=O)N(c3ccc(C)cc3)C(=O)N2CC(C)C)cc1 (stereo not drawn)
    21	30	-4	-2	1.2	12	-5	-16	33
> COc1ccc(C2(CCN)CC(C)N(C)CC2C)cc1 (stereo not drawn)
    -8	2	0	-3	-1.1	20	-2	34	-33
> S=c1[nH]nc(Nc2ccc(Cl)cc2)s1
    22	29	-4	-3	-0.4	18	2	5	40*
> O=C(Nc1ccc(Oc2cccnc2)cc1)c1ccccc1Cl
    22	14	5	-2	1.6	-7	-2	-1	34
> C#CCOCCOCCOCCNc1nc(N2CCN(C(=O)[C@H](CCC(=O)O)n3cc(C(N)Cc4ccc(O)cc4)nn3)CC2)nc(N2CCN(C(=O)[C@H](Cc3ccc(O)cc3)n3cc(C(N)CC(C)C)nn3)CC2)n1 (stereo partly drawn)
    0	2	nt	-1	1.7	-1	5	-2	-3
> CC1=C([N+](=O)[O-])C(c2ccccc2)NC(=O)N1 (stereo not drawn)
    -8	-9	0	0	0.8	8	-3	17	-9
> O=C(c1cc(-c2ccccc2)n[nH]1)N1CCN(S(=O)(=O)c2ccccc2)CC1
    16	3	-3	-1	0.4	13	-2	16	6
> COc1ccc(CCNC(=O)c2ccc(CS(=O)(=O)c3ccc(Br)cc3)o2)cc1OC
    8	13	-1	1	-0.6	21	5	6	24
> CC1CN(C(=O)c2cc(S(=O)(=O)N3CCCC3)ccc2Cl)CC(C)O1 (stereo not drawn)
    -1	9	1	-2	-2.2	12	8	26	20
> CNC(C)C#Cc1ccc2c(=O)c3ccccc3oc2c1 (stereo not drawn)
    58*	26	-1	6	6.3	8	6	-12	54*
> O=Cc1ccc(-c2ccc(F)cc2)o1
    10	7	0	0	1.1	-2	0	5	2
> O=C(c1ccc(Cl)c(Cl)c1)N1CCC(=O)N(C(COCc2cccc(C(F)(F)F)c2)Cc2ccccc2)CC1 (stereo not drawn)
    28	27	-10	-2	-0.5	12	0	51*	33
> Cc1ccc(S(=O)(=O)c2c(N)n(/N=C/c3ccco3)c3nc4ccccc4nc23)cc1
    42	25	6	1	5.7	13	4	43	27
> [N-]=[N+]=NC[C@H](Cc1ccccc1)N1CCN(Cc2ccccc2)CCC1=O
    14	11	-4	1	-2.0	12	6	8	19
> COc1ccc(NC(=O)C2CCCN(c3nc(C)cc(C)n3)C2)cc1 (stereo not drawn)
    10	10	-1	1	0.6	19	-3	2	8
> CC1C(=O)NN=C1C(=O)N/N=C/c1cccs1 (stereo not drawn)
    2	-15	-1	-3	1.6	3	-2	18	-10
> O=S(=O)(c1ccccc1F)N1CCCc2ccccc21
    -9	-21	1	-2	0.5	27	0	16	-3
> CC1(CCc2ccccc2)NC(=O)N(CC(=O)N2CCCCCC2)C1=O (stereo not drawn)
    -6	-5	0	0	1.0	16	-4	14	-16
> COc1ccc(-n2cnnc2SCc2cnc(-c3ccccc3)s2)cc1
    34	25	1	-2	-2.0	-5	-1	-9	26
> CCOC(=O)C1CCCN(C(=O)C2CC(=O)N(c3ccc(C)cc3)C2)C1 (stereo not drawn)
    19	5	4	-5	-0.1	2	1	6	-8
> COc1cccc(OC)c1OC(=O)C1CC(=O)N(c2ccc3c(c2)OCCO3)C1 (stereo not drawn)
    9	2	0	-5	-3.0	22	-4	40	5
> CC(C)c1ccc(/C=C/C(=O)Nc2nn[nH]n2)cc1
    6	-6	nt	-2	0.0	15	-1	-2	-13
> COc1ccc(N)c2c1OCCC2=O
    4	16	-4	0	0.5	2	2	-12	24
> Cc1ccc(C(NC(=O)N2CCN(C)CC2)C(Cl)Cl)cc1F (stereo not drawn)
    11	6	-2	-3	-0.9	1	-2	-30	7
> COc1ccc(N2CCN(C(=O)CN(c3ccccc3)S(=O)(=O)c3ccc(OC)cc3)CC2)cc1
    23	23	3	-1	-0.7	14	-4	7	27
> CCc1ccc(NC(=O)CCNS(=O)(=O)c2cccs2)cc1
    -1	11	-3	1	3.9	7	0	5	-3
> CC(=O)c1cc(NC(=O)c2ccc(C)cc2)c(=O)oc1/C=C/N(C)C
    1	11	1	2	-1.2	18	-5	-22	8
> O=C(O)C1C2C=CC(C2)C1C(=O)NCCC1=CCCCC1 (stereo not drawn)
    4	14	-1	-4	0.5	4	-2	4	20
> O=S1(=O)CCOC[C@H](c2ccccc2)N1Cc1ccccc1F
    34	-13	0	2	0.9	39	-4	26	20
> Cn1c(=O)c(=O)n(C)c2cc(N3CCCC3)c(NS(=O)(=O)c3ccc(F)cc3)cc21
    5	13	-3	3	2.0	3	9	-8	-7
> Cc1ccc(C)c(NC(=O)Cn2nc([N+](=O)[O-])c(Br)c2C)c1
    -12	2	4	-4	17	-3	-5	-20	-5
> Cc1cc(C)c(C)c(S(=O)(=O)N2CCN(C(=O)c3cc(S(=O)(=O)N4CCOCC4)ccc3F)CC2)c1C
    14	13	1	0	2.3	10	0	22	19
> COc1ccc2[nH]c(=O)c(CN(C(C)=O)c3cccc(C)c3)cc2c1
    -2	9	-1	0	0.2	-12	-3	23	18
> COC(=O)C1=C(C)N(C)C(=O)NC1c1c(O)ccc2ccccc12 (stereo not drawn)
    18	-1	1	0	0.3	14	-3	1	13
> CSCC[C@H](NC(=O)NCc1cccs1)C(=O)O
    7	1	0	-2	-4.0	-1	-3	3	11
> Cc1ccc(CN2CCCC(C(=O)N3CCCC3)C2)cc1 (stereo not drawn)
    -3	6	-1	0	-1.4	8	-4	7	-8
> c1ccc(/N=C2\N=C(Nc3ccccn3)c3ccccc32)nc1
    48	46*	1	17	14	21	-4	72*	33
> CCC1CCCCN1CCNC(=O)CNS(=O)(=O)c1ccc2nc(C)sc2c1 (stereo not drawn)
    -5	19	-1	-7	-0.2	1	-5	32	2
> CCCN1CCN(CC(=O)Nc2nc3ccccc3s2)CC1
    -15	-7	0	-5	0.8	17	-2	-5	-6
> COc1cccc(NC(=O)CNC(C)CCC(C)C)c1 (stereo not drawn)
    -4	-16	2	-2	1.7	12	-3	10	-8

Sorted by SMILES length (low to high): 13 of the compounds above
Below each compound – tim23-1 inh	TIM10 inh	NR3A LBD binder	UPR XBP1 act	UPR CHOP act	NLRP3 yeast inh	APJ agonist	Mdm2 MdmX PPI	tim10-1 inh
> COc1cccc(NC(=O)CNC(C)CCC(C)C)c1 (stereo not drawn)
    -4	-16	2	-2	1.7	12	-3	10	-8
> CSCC[C@H](NC(=O)NCc1cccs1)C(=O)O
    7	1	0	-2	-4.0	-1	-3	3	11
> CCCN1CCN(CC(=O)Nc2nc3ccccc3s2)CC1
    -15	-7	0	-5	0.8	17	-2	-5	-6
> Cc1ccc(CN2CCCC(C(=O)N3CCCC3)C2)cc1 (stereo not drawn)
    -3	6	-1	0	-1.4	8	-4	7	-8
> O=C(O)C1C2C=CC(C2)C1C(=O)NCCC1=CCCCC1 (stereo not drawn)
    4	14	-1	-4	0.5	4	-2	4	20
> c1ccc(/N=C2\N=C(Nc3ccccn3)c3ccccc32)nc1
    48	46*	1	17	14	21	-4	72*	33
> COC(=O)C1=C(C)N(C)C(=O)NC1c1c(O)ccc2ccccc12 (stereo not drawn)
    18	-1	1	0	0.3	14	-3	1	13
> CCC1CCCCN1CCNC(=O)CNS(=O)(=O)c1ccc2nc(C)sc2c1 (stereo not drawn)
    -5	19	-1	-7	-0.2	1	-5	32	2
> COc1ccc2[nH]c(=O)c(CN(C(C)=O)c3cccc(C)c3)cc2c1
    -2	9	-1	0	0.2	-12	-3	23	18
> CC(=O)c1cc(NC(=O)c2ccc(C)cc2)c(=O)oc1/C=C/N(C)C
    1	11	1	2	-1.2	18	-5	-22	8
> Cn1c(=O)c(=O)n(C)c2cc(N3CCCC3)c(NS(=O)(=O)c3ccc(F)cc3)cc21
    5	13	-3	3	2.0	3	9	-8	-7
> COc1ccc(N2CCN(C(=O)CN(c3ccccc3)S(=O)(=O)c3ccc(OC)cc3)CC2)cc1
    23	23	3	-1	-0.7	14	-4	7	27
> Cc1cc(C)c(C)c(S(=O)(=O)N2CCN(C(=O)c3cc(S(=O)(=O)N4CCOCC4)ccc3F)CC2)c1C
    14	13	1	0	2.3	10	0	22	19
